IL-2 act = activators of IL-2 | IL-2 activation reporter assay, cell-based qHTS; stimulated with anti-CD3/CD4/CD28 beads; in transgenic mouse T cells | 360,000 compounds, 0.065% hits | activation, % (series mostly up to about 46 µM) | AID 652025; in the data active means activation above about 50%; inconclusive means mostly about 30% to 49%; further: 0% is about no effect
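Readout: EGFP and DsRed signals by fluorescent plate cytometry. Unstimulated transgenic mouse T cells received compound 60 min before antibody-bead stimulation, then incubated 18 h at 37 degrees C.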
PLK1 PBD block = PLK1 (human) polo-box domain binding inhibition | P53350 | Plk1 PBD binding of FITC phosphopeptide, fluorescence polarization | Potency, µM, for inactives: max response, negative = inhibition, usual class: inhibitors | 360,000 compounds, 2.8% hits; further: potency means the concentration at half of the fitted maximal effect; series mostly up to about 57 µM; on the % scale 0 is the no-effect control and ±100 the full control effect; nearly all actives have a fitted effect of over 65% in size
HEK293 tox = cytotoxicity in counter-screen for GLP-1R inverse agonists; 410,000 compounds, 0.13% hits; Potency, µM (doses to about 38.3 µM), without a hit: top-dose activity change, negative = inhibition, actives largely listed as inhibitors; HEK293 cAMP-luciferase reporter cells, luminescence, 24 h;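 further: loss of luciferase light is scored as toxicity; potency means the concentration at half of the fitted maximal effect; on the % scale 0 is the no-effect control and ±100 the full control effect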
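Luminescence readout: signal drop marks cytotoxicity. Plated cells grew 12 h at 37 °C, 5% CO2, received 23 nL compound for 24 h, then got luciferase reagent, read after 12 min at RT.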
DRD3 agonist = activates the human D3 dopamine receptor | D3R DiscoveRx beta-arrestin cells, luminescence, 90 min | max activation, % | 410,000 compounds, 0.58% hits | AID 652048; in the data active means max activation above about 30%; further: 0% is about no effect; mostly tested at two doses, the higher about 12 µM
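Agonist-mode cell screen: cells plated at 1500/well and incubated overnight at 37 °C, then exposed to library compounds for 90 min at 37 °C. Detection reagent was added for 30–60 min at room temperature, and luminescence was read.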
GLP-1R agonist = activates the human GLP-1 receptor. 380,000 compounds, 0.007% hits. HEK293 GLP-1R CRE-luciferase, luminescence, 4-6 h; cells express a hypersensitive GLP-1R form. P43220. Potency, µM (titrated, usually from 45.6 µM), for the others: at the highest dose activation, usual class: activators; further: potency means the concentration at half of the fitted maximal effect; % of control where 0% means no effect
PI5P4K alpha inh = blocks human PI5P4K alpha kinase activity | 330,000 compounds, 1.2% hits | AID 652105 | PI5P4Kalpha enzyme, ADP-Glo luminescence, 60 min; hits give low values | P48426 | max response, %; active means max response of -50% or lower; inconclusive means between -30% and -50%; inactive means -30% or higher; further: value at the top dose of about 77 µM; on the % scale 0 is the no-effect control and ±100 the full control effect
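Enzyme plus substrate dispensed, test compounds pinned in, then ATP (5 microM final) added. After 60 min at RT, ADP-Glo reagent 1 for 45 min and reagent 2 for 30 min preceded luminescence imaging.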
WRN helicase inh = blocks human WRN helicase | Q14191 | WRN helicase unwinding, fluorescent forked duplex, kinetic | Potency, µM (titrated, usually from 114 µM), for the others: at the highest dose activity change, negative = inhibition, hits mostly inhibitors | 360,000 compounds, 0.46% hits; further: potency means the concentration at half of the fitted maximal effect; on the % scale 0 is the no-effect control and ±100 the full control effect; nearly all actives have a fitted effect of over 55% in size
Target sequence (Q14191 whole entry, looked up): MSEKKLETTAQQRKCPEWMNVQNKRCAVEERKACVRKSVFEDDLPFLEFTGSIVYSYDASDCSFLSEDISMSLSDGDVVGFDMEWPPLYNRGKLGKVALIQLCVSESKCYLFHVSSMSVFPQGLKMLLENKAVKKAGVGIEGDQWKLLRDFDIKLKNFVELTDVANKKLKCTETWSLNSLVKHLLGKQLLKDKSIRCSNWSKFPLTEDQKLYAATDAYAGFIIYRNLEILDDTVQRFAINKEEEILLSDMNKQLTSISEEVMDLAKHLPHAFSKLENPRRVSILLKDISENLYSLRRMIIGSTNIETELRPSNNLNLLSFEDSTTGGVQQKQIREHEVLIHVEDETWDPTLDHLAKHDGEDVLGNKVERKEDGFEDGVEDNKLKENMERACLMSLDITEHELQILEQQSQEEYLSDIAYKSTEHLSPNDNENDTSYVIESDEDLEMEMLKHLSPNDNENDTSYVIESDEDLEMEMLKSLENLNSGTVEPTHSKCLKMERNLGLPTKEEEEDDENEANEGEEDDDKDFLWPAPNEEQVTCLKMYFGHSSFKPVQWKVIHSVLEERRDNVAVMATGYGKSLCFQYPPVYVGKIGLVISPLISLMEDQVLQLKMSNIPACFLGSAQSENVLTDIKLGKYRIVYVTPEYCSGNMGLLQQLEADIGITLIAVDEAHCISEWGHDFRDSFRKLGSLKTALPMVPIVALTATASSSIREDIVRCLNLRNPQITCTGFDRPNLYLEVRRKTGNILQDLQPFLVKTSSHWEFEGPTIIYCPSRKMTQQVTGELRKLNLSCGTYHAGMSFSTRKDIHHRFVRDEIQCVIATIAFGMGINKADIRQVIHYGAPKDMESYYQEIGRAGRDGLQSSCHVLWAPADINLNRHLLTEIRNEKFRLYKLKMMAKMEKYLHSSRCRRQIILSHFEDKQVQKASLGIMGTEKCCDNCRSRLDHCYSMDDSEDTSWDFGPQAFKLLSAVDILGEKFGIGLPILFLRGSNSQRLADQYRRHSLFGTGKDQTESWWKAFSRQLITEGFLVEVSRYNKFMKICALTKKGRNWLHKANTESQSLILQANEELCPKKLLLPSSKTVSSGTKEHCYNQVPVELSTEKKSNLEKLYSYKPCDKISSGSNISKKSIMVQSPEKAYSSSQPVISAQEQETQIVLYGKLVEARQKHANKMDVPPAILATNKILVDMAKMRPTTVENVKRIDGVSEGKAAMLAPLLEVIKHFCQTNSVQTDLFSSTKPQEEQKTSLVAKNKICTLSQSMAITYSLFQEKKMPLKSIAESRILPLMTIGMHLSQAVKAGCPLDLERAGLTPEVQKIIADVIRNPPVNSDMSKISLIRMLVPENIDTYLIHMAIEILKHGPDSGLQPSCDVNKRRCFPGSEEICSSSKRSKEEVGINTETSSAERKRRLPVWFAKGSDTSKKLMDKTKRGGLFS
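WRN at 20 nM final was preincubated with compound for 15 min at room temperature; reaction started with 100 nM forked duplex oligonucleotide carrying fluorophore and quencher plus 2 mM ATP (final). Unwinding followed kinetically by red fluorescence (ex 525/em 598 nm).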
GLP-1R inv ag = GLP-1 receptor (human) inverse agonism | HEK293 GLP-1R CRE-luciferase, luminescence, 24 h; GLP-1R form is constitutively active | Potency, µM (doses to about 38.3 µM), inactives show at the highest dose activity change, negative = inhibition, actives largely listed as inhibitors | P43220 | 410,000 compounds, 1.6% hits; further: potency means the concentration at half of the fitted maximal effect; on the % scale 0 is the no-effect control and ±100 the full control effect; nearly all actives have a fitted effect of over 55% in size
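Luminescence readout: a drop in cAMP-driven luciferase signal flags inverse agonism at a constitutively active GLP-1R stably expressed in HEK293. Compound exposure lasted 24 hr at 37 deg C, 5% CO2.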
DRD3 antagonist = D3 dopamine receptor (human) antagonism. D3R cells, DiscoveRx beta-arrestin luminescence, antagonist mode; hits give low values. max response, negative = inhibition, %. 360,000 compounds, 2.5% hits; in the data active means max response below about -50%; inconclusive means no clear call, values can overlap the other calls; further: on the % scale 0 is the no-effect control and ±100 the full control effect; mostly tested at two doses, the higher about 12 µM
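Cells expressing the human receptor were seeded at 1500 cells/well, incubated overnight at 37 degrees C in 5% CO2, then exposed to library compounds with dopamine controls for 90 minutes at 37 degrees C before luminescent detection.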
* = called active by the depositor; ? = inconclusive; nt = no result given; & = joins results of further samples; [ ] = remark or other dose. Unless noted, the call rests on the fitted dose curve; in most records, active means well fitted curve in the direction sought with a large enough effect; inconclusive means small, poorly fitted or top-dose-only effect, or another doubt; inactive means no such curve, though single readings can be large; an effect the other way counts as inactive or inconclusive.

compound	IL-2 act	PLK1 PBD block	HEK293 tox	DRD3 agonist	GLP-1R agonist	PI5P4K alpha inh	WRN helicase inh	GLP-1R inv ag	DRD3 antagonist
COc1cc(NC(=O)c2cccc3c2C(=O)N(C2CCCCC2)C3)cc(OC)c1OC	-2.8	?	?	5.0&12.2	-6.2%	-27.6	-10.1%[11.6 µM]	?	66.2
CCOC(=O)c1ccc(-n2c(CCC(=O)O)ccc2-c2ccc(F)cc2)cc1	-2.3	-24.1%	-19.9%	1.5	4.1%	6.9	-8.7%	?	21.5
CCC(C)Sc1cccc(-c2nc3ccc(C)cn3c2NCc2ccccc2)c1 (stereo not drawn)	-0.9&-0.9	-10.9%&-11.0%	-16.3%&3.6%	17.0&3.1	-0.4%&-1.2%	-1.7&11.6	-7.3%&-9.0%	?	43.5&5.8
COc1ccc(-c2csc(C(C)(O)c3cccc(OC)c3)n2)cc1 (stereo not drawn)	-0.6	3.3%	-0.5%	6.2	3.6%	15.7	-7.5%	10µM*	15.9
CC(C)CN(C(=O)COc1ccc(Br)cc1C=O)C1CCS(=O)(=O)C1 (stereo not drawn)	-2.7	-2.3%	?	2.0	0.5%	2.1	-1.9%	?	11.9
COC(=O)c1cc(C(=O)N2CCc3ccccc32)cc([N+](=O)[O-])c1	-0.3	-6.5%	3.3%	-2.5	-1.4%	2.2	-0.2%	-6.6%	2.7
COc1ccc(NC(=O)c2cc(S(=O)(=O)N3CCCCCC3)cn2C)c(OC)c1	nt	nt	2.6%	1.0	4.0%	nt	nt	15.8%	nt
O=C(Nc1ccccc1C(=O)N1CCN(Cc2ccccc2)CC1)c1ccccn1	-0.8	-10.6%	-3.0%	2.0	8.9%	-7.5	-32.6%[57.1 µM]	10.0%	26.5
Nc1c(N(CCO)C(=O)COc2ccc(Cl)cc2)c(=O)[nH]c(=O)n1Cc1ccccc1	0.1	-1.2%	1.9%	0.4	10.3%	2.0	2.9%	1.4%	16.0
CC(C)CC(NC(=O)C1CCC(C)CC1)C(=O)OCC(=O)c1ccc(Cl)cc1 (stereo not drawn)	nt	nt	4.9%	-2.2	0.4%	nt	nt	14.9%	nt
CC(=O)c1ccc(NC(=O)c2cc(C)no2)cc1	0.6	0.0%	-8.4%	-7.4	2.4%	-4.5	-3.5%	30.6%[activator]	0.2
O=C(O)c1ccc(S(=O)(=O)N2CCC3(CC2)CC(=O)c2ccccc2O3)cc1	1.2	3.4%	5.4%	3.4	0.9%	-7.1	4.4%	1.3%	8.5
COC(=O)c1ccccc1NC(=O)CSc1nncn1-c1ccccn1	-0.3	1.8%	-13.6%	2.3	8.7%	-2.2	4.4%	16.5%	14.9
CCCCOc1ccc(C(=O)NCC2(c3ccc(OC)cc3)CCOCC2)cc1	-2.2	-13.3%	2.7%	-18.8	11.2%	-3.1	-5.3%	?	19.6
CN(CC(=O)NCc1cccnc1)S(=O)(=O)c1ccccc1	-2.1	-3.0%	2.9%	-4.3	-0.8%	3.0	5.9%	2.3%	-22.4
COc1cc(/C=N/NC(=O)C(C)Nc2n[nH]c(=O)[nH]c2=O)cc(OC)c1O (stereo not drawn)	-1.6	-6.7%	8.4%	18.9	1.6%	-7.2	-3.3%	28.2%	-8.8
C=C(C)COc1ccc(-c2nc(N)ncc2Oc2ccccc2OCC)c(O)c1	0.3	-0.6%	23.9%	3.0	9.4%	30.1	-10.0%	-30.8%	2.3
Cc1cc(C)n2nc(-c3sccc3-n3cccc3)cc2n1	0.4	-1.9%	-2.5%	1.1	4.8%	12.2	-6.9%	?	17.5
CCOc1ccc(CCNC(=O)Cn2nnc(-c3ccccc3Cl)n2)cc1OCC	nt	nt	-1.9%	8.3	1.4%	nt	nt	-7.8%	nt
CN1C(C(=O)Nc2ccc(F)cc2F)=CC(c2ccco2)=NS1(=O)=O	-1.2	-5.3%	20.7%&6.6%	-3.0&-0.6	-2.7%	-4.6	-10.5%	9.0%&2.6%	-8.6
COc1ccc(N2CC(NC(=O)N3CCN(c4ccccc4)CC3)CC2=O)cc1 (stereo not drawn)	0.1	-11.1%	-5.4%	-2.1	4.5%	2.6	6.0%	1.3%	1.9
Cn1c(O)c(C=NCCCCCC(=O)O)c(=O)n(C)c1=O	-3.7	0.1%	0.0%	0.3	-2.9%	-2.0	-3.6%	16.1%	-7.1
Cc1ccc(SCCC(=O)OC(C(=O)NC(N)=O)C(C)C)cc1 (stereo not drawn)	-6.1	?	-0.3%	1.6	6.0%	-67.3*	-29.3%	6.3%	4.2
Oc1ccc(C2C(c3ccccc3)=NN=C(c3ccccc3F)N2O)c(O)c1 (stereo not drawn)	0.6	-13.4%	-1.4%	-7.5	-0.4%	-16.6	-32.2%	0.0%	?
O=C1NCCN1C(=O)C12CC3CC(CC(C3)C1)C2	-2.5	-14.0%	-2.8%	-3.4	7.4%	0.2	5.1%[57.1 µM]	0.2%	0.5
CCCCOc1ccc(/C=N/NC(=S)Nc2cc(C)ccc2C)cc1	-0.6	2.8%	-28.0%	-0.4	-0.7%	12.2	-12.7%	-6.7%	-29.7
CC(C)N(C(=O)CSc1nnc(CN2CCCCCC2=O)n1-c1ccccn1)C(C)C	-1.8	-9.3%	1.5%	-25.0	-9.6%	nt	-33.0%	0.0%	-4.7
O=C(COC(=O)Cn1cnc2ccccc21)Nc1cccc(S(=O)(=O)N2CCOCC2)c1	-1.5	-4.6%	2.5%	6.3	0.9%	3.7	5.2%	4.0%	-0.5
CN(C(=O)c1cccc(OC2CCN(S(=O)(=O)N(C)C)CC2)c1)C1CCOC1 (stereo not drawn)	0.2	2.8%	0.7%	10.7	-2.4%	1.8	-5.7%	20.4%	6.9
O=C(Nc1ccc(N2CCN(c3ccc(O)cc3)CC2)cc1)Oc1ccccc1	3.0	-0.8%	?	6.4	-1.9%	nt	-4.4%	-5.1%	14.3
CC1(C2CCC3(C)OC3C2)CO1 (stereo not drawn)	-0.4	-6.1%	4.3%	-2.1	4.3%	-5.7	10.2%	-1.1%	9.7
CN(C)C(=O)c1nc(C#N)c(N(C)C)o1	-2.3	-8.9%	1.5%	-1.0	-1.7%	nt	-4.1%	9.0%	-18.0
COC(=O)c1ccc(Cn2c(C)c(C(=O)Nc3cccc(Oc4ccccc4)c3)sc2=O)o1	-0.8	4.3%	-10.0%	3.6	0.6%	-0.3	-5.6%[57.1 µM]	?	14.1
COc1ccc(NC(C)=O)cc1S(=O)(=O)Nc1ccc(S(=O)(=O)N2CCCCC2)cc1	-0.1	2.0%	4.3%	-0.8	11.2%	-0.7	-3.2%	0.8%	5.5
O=C(COC(=O)c1ccccc1[N+](=O)[O-])NCCCc1ccccc1	0.7	-6.2%	-3.4%	-4.1	16.7%	0.6	-9.1%	-6.7%	-18.3
COC(=O)c1sccc1NC(=O)c1cc(OC)cc(OC)c1	-2.5	-5.3%	-26.2%	1.4	10.3%	nt	-14.7%	4.0%	45.2
O=[N+]([O-])c1ccc(S(=O)(=O)c2cccc(C(F)(F)F)c2)nc1	6.7	2.67µM*	?	-32.7	-9.1%	-1.2	-15.1%	?	-126.4*
CCCn1cnc2c(SCc3ccccc3Cl)nc(N)nc21	-2.9	4.2%	-18.9%	4.6	?	6.7	-6.4%	-5.1%	19.9
Cc1nc2ccccc2c(=O)n1NC(=O)c1ccccc1Br	-1.9	5.7%	9.3%	4.8	-0.2%	18.7	-11.3%	7.1%	-22.8
ClC(CCN1CCN(Cc2ccccc2)CC1)c1ccccc1 (stereo not drawn)	0.3	-3.2%	-3.1%	-49.2	-5.9%	1.8	-26.7%	-15.1%	-64.0*
CC[C@]1(C(=O)OC)[C@H]2C(=O)N(Cc3ccccc3)C(=O)[C@H]2[C@H]2CN=C(SCc3ccc(C)cc3)N21	-0.8	-11.2%	0.6%	-5.6	-1.4%	6.6	-5.2%	4.5%	-5.9
CC1CC(C)CN(C(=O)c2ccc3ccccc3c2)C1 (stereo not drawn)	-0.7	-0.4%	-6.4%	-0.8	3.1%	-3.4	-5.9%	?	14.4
COc1ccc2nc(NC(=O)CSC(C)C(=O)Nc3cc(C)on3)sc2c1 (stereo not drawn)	-1.3	-13.4%	-9.2%	3.9	11.6%	0.7	-15.4%	-16.3%	-4.3
O=C(NCC1CCCO1)C(Cc1ccccc1)N1C(=O)C2C3C=CC(C4CC34)C2C1=O (stereo not drawn)	0.7	10.6µM*	6.4%	-3.5	7.4%	-20.9	0.3%[57.1 µM]	-17.7%	-0.6
CCS(=O)(=O)Nc1ccc(C2=NN(C(=O)c3ccco3)C(c3ccco3)C2)cc1 (stereo not drawn)	-3.1	-12.0%	?	2.1	14.4%	-18.1	7.2%	-3.6%	9.2
CC(C)Cn1c(N)c(C(=O)COC(=O)C2CCCCC2)c(=O)n(C)c1=O	-3.1	23.8µM*	-11.3%	7.5	8.0%	-15.5	2.3%	?	-9.9
Cc1sc(NC(=S)NC(=O)c2ccco2)c(C#N)c1C	0.1	?	-3.0%	-3.7	11.0%	-22.8	3.9%	23.7%	-1.2

For convenience, four of the compounds above.
compound	IL-2 act	PLK1 PBD block	HEK293 tox	DRD3 agonist	GLP-1R agonist	PI5P4K alpha inh	WRN helicase inh	GLP-1R inv ag	DRD3 antagonist
O=C(NCC1CCCO1)C(Cc1ccccc1)N1C(=O)C2C3C=CC(C4CC34)C2C1=O (stereo not drawn)	0.7	10.6µM*	6.4%	-3.5	7.4%	-20.9	0.3%[57.1 µM]	-17.7%	-0.6
CCS(=O)(=O)Nc1ccc(C2=NN(C(=O)c3ccco3)C(c3ccco3)C2)cc1 (stereo not drawn)	-3.1	-12.0%	?	2.1	14.4%	-18.1	7.2%	-3.6%	9.2
CC(C)Cn1c(N)c(C(=O)COC(=O)C2CCCCC2)c(=O)n(C)c1=O	-3.1	23.8µM*	-11.3%	7.5	8.0%	-15.5	2.3%	?	-9.9
Cc1sc(NC(=S)NC(=O)c2ccco2)c(C#N)c1C	0.1	?	-3.0%	-3.7	11.0%	-22.8	3.9%	23.7%	-1.2

Screening data (PubChem BioAssay)
